# TRPC6 activator = activators of mouse TRPC6 channel; AID 2550; B-score at 10 µM; HEK293-TRPC6 membrane potential dye fluorescence; hits give high values; actives 0.13% (n = 310,000);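 active = B-score of the integrated fluorescence ratio above library mean plus 3 SD, and starting fluorescence ratio within library mean plus 5 SD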;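 note: higher score means more depolarization so channel activation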
# Target sequence (Q61143 whole entry, looked up): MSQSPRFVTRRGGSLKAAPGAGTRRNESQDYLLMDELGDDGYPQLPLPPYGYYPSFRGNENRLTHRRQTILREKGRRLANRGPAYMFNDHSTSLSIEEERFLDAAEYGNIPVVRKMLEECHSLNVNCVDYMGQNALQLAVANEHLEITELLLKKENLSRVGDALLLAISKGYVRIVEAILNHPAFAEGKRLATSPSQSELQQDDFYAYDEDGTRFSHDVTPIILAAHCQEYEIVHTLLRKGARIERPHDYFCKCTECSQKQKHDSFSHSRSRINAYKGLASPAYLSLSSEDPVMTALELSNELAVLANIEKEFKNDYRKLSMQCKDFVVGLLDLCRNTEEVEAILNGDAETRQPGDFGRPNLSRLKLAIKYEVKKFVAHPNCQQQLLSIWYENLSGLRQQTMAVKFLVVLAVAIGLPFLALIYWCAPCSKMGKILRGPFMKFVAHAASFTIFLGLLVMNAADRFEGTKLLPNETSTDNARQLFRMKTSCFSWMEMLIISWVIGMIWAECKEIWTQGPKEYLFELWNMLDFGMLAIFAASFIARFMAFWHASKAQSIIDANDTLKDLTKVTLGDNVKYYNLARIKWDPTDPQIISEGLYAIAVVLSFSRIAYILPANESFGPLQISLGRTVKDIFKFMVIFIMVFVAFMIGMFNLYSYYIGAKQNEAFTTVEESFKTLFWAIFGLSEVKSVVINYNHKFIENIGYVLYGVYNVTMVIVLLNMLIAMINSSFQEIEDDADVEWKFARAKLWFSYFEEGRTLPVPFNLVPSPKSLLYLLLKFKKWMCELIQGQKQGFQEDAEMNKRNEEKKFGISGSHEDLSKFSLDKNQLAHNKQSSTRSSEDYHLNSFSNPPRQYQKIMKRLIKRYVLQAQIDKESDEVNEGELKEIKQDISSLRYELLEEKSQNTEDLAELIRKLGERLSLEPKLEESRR
# MrgX1 allo act = allosterically activates human MrgX1 receptor signaling | Q96LB2 | MrgX1-HEK293, Fluo-4 calcium flux, FDSS; hits give high values | B-score at 10 µM | actives 0.63% (n = 310,000) | AID 588675;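 active = plate-corrected calcium response at least 3 library SD above typical, normal starting fluorescence, not activating the receptor alone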;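 note: compound read alongside a low EC10 to EC30 dose of BAM8-22 agonist; peak minus trough fluorescence over baseline measured at the second addition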
# MrgX1 agonist = human MrgX1 receptor agonism, primary screen; AID 588627; B-score at 10 µM; MrgX1-HEK293 cells, Fluo-4 calcium fluorescence, agonist mode; hits give high values; actives 0.44% (n = 310,000);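 active = calcium response B-score plate-corrected fluorescence ratio at least 3 library SD, with starting fluorescence B-score inside 5 SD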
#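 Test system: HEK293 cells stably expressing human MrgX1 receptor; amount: 15,000 cells per well; doses: compound delivered in addition one of three; times: overnight plating before 1 h dye loading; detection: Fluo-4 NW calcium-flux fluorescence, kinetic read; read-out basis: B-scored fluorescence response ratio; controls: positive and negative controls per plate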
# TRPC4 act = TRPC4 (mouse) channel activation | actives 0.49% (n = 310,000) | B-score at 10 µM | AID 2237 | HEK293 TRPC4beta/mu-opioid, Fluo4 calcium fluorescence; hits give high values | Q9QUQ5;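 active = B-score above 5 SD of library B-scores, and initial fluorescence ratio not above library mean plus 5 SD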;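 note: positive B-score marks a calcium rise read as TRPC4 activation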
#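 System – HEK293 cells stably co-expressing mouse TRPC4beta and mu-opioid receptor · Signal – Fluo4 calcium-sensitive dye fluorescence, kinetic, 1 Hz baseline · Benchmarks – buffer (low) and maximal DAMGO (high) · Read-out – B score of integrated fluorescence ratio per well · Incubation – dye loading 45 min room temperature, 110 s kinetic read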
# ANO1 block = mouse TMEM16A channel inhibition, primary screen; actives 1.2% (n = 310,000); AID 588511; HEK293 TMEM16A/YFP iodide influx fluorescence, ionomycin; normalized B-score (activity score, 25-100; higher = stronger inhibition) at 10 µM; Q8BHY3;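 active = ratio plate-corrected score three or more library SD toward inhibition, starting fluorescence score within five deviations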;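 note: score derived from kinetic fluorescence span divided by baseline fluorescence per well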
# MrgX1 antagonist = human MrgX1 receptor antagonism, primary screen | Q96LB2 | MRGX1-HEK293 calcium flux, Fluo-4, BAM8-22 antagonism; hits give low values | B-score at 10 µM | actives 1.3% (n = 310,000) | AID 588676;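 active = calcium-response B-score plate-corrected more than 3 library SD below zero, starting fluorescence within 5 deviations, no agonist response on first addition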;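 note: peak minus trough fluorescence over baseline after final BAM8-22 challenge near maximal dose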
# SKKanGAS inh = blocks kanamycin growth of S. pyogenes SKKanGAS strain. inhibition, % at 7.5 µM. actives 1.3% (n = 300,000). AID 1662. BacTiter-Glo, 6 h;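 active = mean replicate score, as percent of positive control median, at least 50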;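 note: strain carries kanamycin resistance gene driven by streptokinase promoter and grows in 40 µg/ml kanamycin; loss of luminescence reflects streptokinase promoter inhibition or plain growth inhibition; 0% = median of DMSO wells and 100% = positive control at its reference dose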
# TRPC4 PAM = allosterically enhances the mouse TRPC4 cation channel. HEK293 TRPC4beta/mu-opioid, DAMGO EC20, Fluo-4 Ca2+ flux; hits give high values. B-score at 10 µM. actives 0.42% (n = 310,000);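 active = B-score of calcium response area above 5 SD of library B-scores, with initial fluorescence ratio within 5 SD of library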;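 note: B-score of integrated fluorescence ratio over time as area under calcium response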
# TRPC4 inh = inhibitors of mouse TRPC4 channel | actives 0.39% (n = 300,000) | HEK293 TRPC4beta/mu-opioid, DAMGO-evoked Fluo4 calcium flux; hits give low values | Q9QUQ5 | AID 2247 | B-score at 10 µM;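 active = B-score over 3 SD under the library average, no early fluorescence shift, positive overall ratio signal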
#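 Assay system: Stable TRPC4beta/mu-opioid receptor HEK293 cells | Reagent: DAMGO in two steps, submaximal then maximal | Compound dosing: Single concentration per test compound | Signal: Fluo4 Ca2+ flux fluorescence | Evaluation: Per-well B score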
# ANO1 activ = mouse TMEM16A channel activation, primary screen; B-score at 10 µM; AID 623877; actives 0.3% (n = 340,000); HEK293 TMEM16A/YFP-H148Q/I152L, iodide quench fluorescence; hits give low values;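 active = fluorescence-ratio B-score plate-corrected deviation score at least 3 library SD below zero, with starting fluorescence score within 5 deviations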;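 note: channel opened by trigger with iodide after compound preincubation; score built on the fluorescence ratio of max minus min over baseline; more negative score means more quench and so TMEM16A activation or potentiation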
# TRPC6 inhibitor = mouse TRPC6 channel inhibition; Q61143; HEK293-TRPC6, membrane potential dye, ACh-evoked depolarization; hits give low values; B-score at 10 µM; actives 1.1% (n = 310,000); AID 2553;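 active = B-score under library mean minus 3 SD, initial fluorescence not abnormally high, positive integrated signal ratio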;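 note: B-score derived from integrated fluorescence ratio over the kinetic read; more negative B-score means stronger inhibition of depolarization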
# Active calls of the source: *; i = inactive; · = no result given.
SMILES,TRPC6 activator,MrgX1 allo act,MrgX1 agonist,TRPC4 act,ANO1 block,MrgX1 antagonist,SKKanGAS inh,TRPC4 PAM,TRPC4 inh,ANO1 activ,TRPC6 inhibitor
CC(CCc1ccccc1)NC(=O)CN1CCN(c2ccc(O)cc2)CC1 (stereo unspecified),i,i,i,i,i,i,8,i,i,i,i
Cn1c(=O)oc2cc(S(=O)(=O)N3CCCC3)ccc21,i,i,i,i,i,i,-1,i,i,i,i
COc1cc(OC)cc(C(=O)Nc2ccc(S(=O)(=O)Nc3cnc4ccccc4n3)cc2)c1,i,i,i,i,i,i,20,i,i,i,i
COc1ccc2nc(N3C(=O)CC(Cc4ccc(Cl)cc4)C3=O)sc2c1 (stereo unspecified),i,i,i,i,i,i,-2,i,i,i,i
Cc1ccc(C)c(Sc2ccc(NC(=O)CCl)cc2)c1,i,i,i,i,i,i,8,i,i,·,i
CC(c1ccccc1)n1cnc2ccccc2c1=O (stereo unspecified),i,i,i,i,i,i,-1,i,i,i,i
COc1ccc(/C=C2\SC(=O)N(CCNC(=O)Cc3coc4cc(OC)ccc34)C2=O)cc1,i,i,i,i,i,i,-4,i,i,i,i
COc1ccc(/C(C)=N/NC(=O)c2ccncc2)cc1[N+](=O)[O-],i,i,i,i,i,i,-3,i,i,i,i
Cc1c(C(=O)NCC2CCCO2)oc2ccc(S(=O)(=O)N3CC(C)CC(C)C3)cc12 (stereo unspecified),i,i,i,i,i,i,0,i,i,i,i
Cc1ccc(S(=O)(=O)Nc2ccc(NC(=O)c3c(F)c(F)c(F)c(F)c3F)cc2)cc1,i,i,i,i,i,i,20,i,i,i,i
COc1cccc(C2C(C(N)=O)=C(C)Nc3nc(-c4ccccc4Cl)nn32)c1 (stereo unspecified),i,i,i,i,i,i,-1,i,i,i,i
CCOc1ccccc1-n1c(CN2CCN(C(=O)c3ccco3)CC2)nc2ccccc2c1=O,i,i,i,i,i,i,5,i,i,i,i
Cc1ccccc1C(=O)Nc1cccc(-c2cn3ccccc3n2)c1,i,i,i,i,i,i,3,i,i,i,i
CSc1ccc(C2C(C(=O)c3ccco3)=C(O)C(=O)N2c2nnc(SC)s2)cc1 (stereo unspecified),i,i,i,i,i,-5.4*,28,i,i,i,i
COc1ccc(C2=NN(C(N)=S)C(c3ccccc3)C2)cc1 (stereo unspecified),i,i,i,i,i,i,6,i,i,i,i
CCOC(=O)c1c(C)[nH]c(C)c1S(=O)(=O)NCCc1cccs1,i,i,i,i,i,i,-1,i,i,i,i
Cc1ccc(/C=C/C(=O)Nc2nnc(C)s2)o1,i,i,i,i,i,i,3,i,i,i,i
COc1ccc(S(=O)(=O)Cc2ccc(C(=O)O)o2)cc1,i,i,i,i,i,i,-2,i,i,i,i
COc1ccc(NC(=O)CN(CC(=O)Nc2ccc(OC)cc2)C(C)(C)CO)cc1,i,i,i,i,i,i,-1,i,i,·,i
CN(C)S(=O)(=O)c1cccc(NC(=O)c2c[nH]c3ccccc23)c1,i,9.9*,i,i,i,i,8,i,i,i,i
OC1CCCCC1Sc1nc2ccccc2s1 (stereo unspecified),i,i,i,i,i,i,0,i,i,i,i
N#C/C=C(/N)N1CCN(c2ccc(Cl)c(Cl)c2)CC1,i,i,i,i,i,i,6,i,i,i,i
CC(OC(=O)c1ccc(NC(=O)CC#N)cc1)C(=O)NC(=O)NC1CCCCC1 (stereo unspecified),i,i,i,i,i,i,59*,i,i,i,i
Cn1c(=O)c2c(ncn2Cc2cc(-c3ccccc3)no2)n(C)c1=O,i,i,i,i,i,i,-2,i,i,i,i
Cc1cc(C)nc(NC(=O)c2cc([N+](=O)[O-])cc([N+](=O)[O-])c2)n1,i,i,i,i,i,i,0,i,i,i,i
# Additional entries
SMILES,TRPC6 activator,MrgX1 allo act,MrgX1 agonist,TRPC4 act,ANO1 block,MrgX1 antagonist,SKKanGAS inh,TRPC4 PAM,TRPC4 inh,ANO1 activ,TRPC6 inhibitor
O=C(Cn1cnc2cc([N+](=O)[O-])ccc2c1=O)NC1CCS(=O)(=O)C1 (stereo unspecified),i,i,i,i,i,i,-1,i,i,i,i
Cn1[nH]c(=O)c2ccccc2c1=O,i,i,i,i,i,i,5,i,i,i,i
Cc1ccc(/C=N/Nc2ccc(F)cc2F)s1,i,i,i,i,i,i,6,i,i,i,i
Cc1cccc(N2CC(C(=O)O)CC2=O)c1 (stereo unspecified),i,i,i,i,i,i,-3,i,i,i,i
O=C(c1ccco1)N1CCN(C23CC4CC(CC(C4)C2)C3)CC1,i,i,i,i,i,i,7,i,i,i,i
O=C(CCSCc1ccc(Cl)cc1)NCCC1=CCCCC1,i,i,i,i,i,i,-6,i,i,i,i
COc1ccc(-c2nc(CS(=O)CC(=O)NC(C)CCc3ccccc3)c(C)o2)cc1OC (stereo unspecified),i,i,i,i,i,i,12,i,i,i,i
COc1ccc(-n2c3c(cc(C(=O)N4CCCCC4)c2=O)C(=O)CC(C)(C)C3)cc1,i,i,i,i,i,i,-4,i,i,i,i
CSc1nc2nc3c(c(=O)n2[nH]1)CCC3,i,i,i,i,i,i,0,i,i,i,i
O=C(C[N+]12CC[N+](CC(=O)c3ccc(F)cc3)(CC1)CC2)c1ccc(F)cc1,i,i,i,i,i,i,7,i,i,i,i
Nc1c(S(=O)(=O)c2ccccc2)c2nc3ccccc3nc2n1CCN1CCOCC1,i,i,i,i,i,i,5,i,i,i,i
C/C(N)=C(/C#N)C(=O)CSc1nc2ccccc2c(=O)n1CCCOC(C)C,i,i,i,i,i,i,2,i,i,i,i
CN(C)/C=C1\C(=O)N(c2ccc(F)cc2F)C(c2cccnc2)S1(=O)=O (stereo unspecified),i,i,i,i,i,i,-1,i,i,i,i
COCCCNC(=O)/C=C/c1ccc(OCc2c(F)cccc2Cl)cc1,i,i,i,i,i,i,26,i,i,i,i
COc1ccc(C(=O)Nc2nnc(S(=O)(=O)N3CCOCC3)s2)cc1,i,i,i,i,i,i,32,i,i,i,i
COc1cccc(SCc2noc(C(=O)NC(C)C)c2C(=O)NC(C)C)c1,i,i,i,i,i,i,-7,i,i,i,i
O=C(NC(=S)NCc1cccnc1)c1cc(Br)ccc1Cl,i,i,i,i,i,i,2,i,i,i,i
COc1ccc2cc(C(c3nnnn3C(C)(C)C)N3CCSCC3)c(=O)[nH]c2c1 (stereo unspecified),i,i,i,i,i,i,4,i,i,i,i
COCCNC(=O)Cn1c(=O)n(C)c2ccccc21,i,i,i,i,i,i,-7,i,i,i,i
CCN(CC)S(=O)(=O)c1cccc(C(=O)N/N=C/c2ccc(O)c(O)c2O)c1,·,i,i,·,i,i,·,·,·,i,·
CCCCNC(=O)c1ccc(CNc2c(N3CCC(C(=O)OCC)CC3)c(=O)c2=O)cc1,i,i,i,i,i,i,5,i,·,i,i
COC(=O)CC1Oc2ccc(C)cc2NC1=O (stereo unspecified),i,i,i,i,i,i,-4,i,i,i,i
C[C@H](NC(=O)c1nc[nH]c1C(=O)N1CCN(c2ccccc2)CC1)C(=O)OCc1ccccc1,i,i,i,i,i,i,-6,i,i,i,i
CCCNC(=O)N1CCN(Cc2ccco2)CC1,i,i,i,i,i,i,1,i,i,i,i
CC(C)CN(C(=O)COC(=O)c1c(Cl)ccc(Cl)c1Cl)C1CCS(=O)(=O)C1 (stereo unspecified),i,i,i,i,i,i,1,i,i,i,i

# Continued, starting with the last 2 of the part before.
SMILES,TRPC6 activator,MrgX1 allo act,MrgX1 agonist,TRPC4 act,ANO1 block,MrgX1 antagonist,SKKanGAS inh,TRPC4 PAM,TRPC4 inh,ANO1 activ,TRPC6 inhibitor
CCCNC(=O)N1CCN(Cc2ccco2)CC1,i,i,i,i,i,i,1,i,i,i,i
CC(C)CN(C(=O)COC(=O)c1c(Cl)ccc(Cl)c1Cl)C1CCS(=O)(=O)C1 (stereo unspecified),i,i,i,i,i,i,1,i,i,i,i
O=C(Nc1c[nH]c(=O)[nH]c1=O)c1cccc([N+](=O)[O-])c1,i,i,i,i,i,i,0,i,i,i,i
CC1C2=C(CC(C)(C)CC2=O)NC2=C1C(=O)CC(C)(C)C2,i,i,i,i,i,i,-2,i,i,i,i
Cc1cc(NC(=O)c2ccc(NC(=O)C(C)Oc3ccccc3)cc2)no1 (stereo unspecified),i,i,i,i,i,i,0,i,i,i,i
COCCCN1C(=O)c2ccc(C(=O)OCC(=O)N(C)c3ccccc3)cc2C1=O,i,i,i,i,i,i,-1,i,i,i,i
CCOn1c(=O)c(-c2ccc(OC)cc2)[n+]([O-])c2ccccc21,i,i,i,i,i,i,5,i,i,i,i
CCc1ccc(CNCCNCC(C)O)cc1 (stereo unspecified),i,i,i,i,i,i,-1,i,·,i,i
O=C(NCC(=O)N(Cc1cccs1)C(C(=O)NC1CCCCC1)c1ccco1)c1ccco1 (stereo unspecified),i,i,i,i,i,i,4,i,i,i,i
CCOC(=O)C1CCN(C(=O)c2cc3c(ccc4ccccc43)o2)CC1,i,i,i,i,i,i,-8,i,i,i,i
Cc1ccnc(NS(=O)(=O)c2cnc(Cl)c(Br)c2)c1,i,i,i,i,i,i,0,i,i,i,i
Nc1nc(SCCN2C(=O)c3ccccc3C2=O)n[nH]1,i,i,i,i,i,i,4,i,i,i,i
Cc1ccccc1Nc1ncccc1C(=O)N1CCOCC1,i,i,i,i,i,i,-8,i,i,i,i
CC(C)(C)C(=O)/C=C(\N)c1ccccn1,i,i,i,i,i,i,-4,i,i,i,i
COc1ccc(NC(=O)CNC(=O)c2c(C)nn(C)c2Cl)cc1,i,i,i,i,i,i,-4,i,i,i,i
COc1ccc(NC(=O)CSc2nnnn2C)cc1,i,i,i,i,i,i,-1,i,i,i,i
N=c1c(C(=O)NCCN2CCOCC2)cc2c(=O)n3ccccc3nc2n1CCc1ccccc1,i,i,i,i,i,i,-1,i,i,i,-7.8*
Cc1ccc(-c2nnc(SCC(=O)CC(=O)Nc3ccccc3)n2-c2ccccc2)cc1,i,i,i,i,i,i,28,i,i,i,i
Cc1cc2c(Nc3ccc(O)cc3)ncnc2s1,i,i,i,i,i,i,16,i,i,i,i
O=C(Cc1cccs1)Nc1nnc(Cc2ccc(F)cc2)s1,i,·,·,i,·,·,-10,i,i,·,i

# Source: PubChem
